Assay outcomes from PubChem BioAssay.
Ba/F3 V617F tox: reduce viability of Ba/F3 cells dependent on JAK2V617F. Ba/F3 EpoR-JAK2V617F viability, ATP luminescence. inhibition, % at 5.6 µM. hit rate 1.1% among 220,000;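 active means inhibition above the campaign mean plus 3 SD over all tested compounds, cut at about 24% in these data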;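 further: cytokine-independent growth of Ba/F3 cells driven by EpoR plus mutant JAK2; 0% = DMSO-treated cells and 100% = JAK inhibitor I control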
Wee1 degr inh: human Wee1 degradation inhibition, primary screen | hit rate 1.2% among 220,000 | AID 1321 | HeLa Luc-Wee1K328M stability, luciferase luminescence; 100% = proteasome inhibitor MG132 effect | reporter increase, % at 5 µM;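 active means activation above the mean of all tested compounds plus 3 SD, set per screening run, cut at about 8.8% in these data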;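 further: cells exposed to compound for 20 h before luminescence read; 0% = DMSO alone and 100% = MG132 at 30 µM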
CHOP inhibitor: blocks CHOP induction under ER stress; hit rate 3.8% among 220,000; CHO-K1 CHOP-promoter luciferase, tunicamycin-induced, 15-18 h; inhibition, % at 10 µM;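 active means compounds that reduced the stress-induced luciferase reporter signal by more than about 70% of percent inhibition, limit read from the data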;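 further: 0% = tunicamycin plus vehicle and 100% = wells without tunicamycin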
RBBP9 inh: human RBBP9 hydrolase inhibition | O75884 | recombinant RBBP9, FP-Rh probe fluorescence polarization | inhibition, % at 7.94 µM | hit rate 0.2% among 220,000;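 active means inhibition above the campaign mean of all tested compounds plus 3 SD, cut at about 14% in these data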;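 further: plate controls were DMSO wells with RBBP9 for no effect and wells lacking RBBP9 protein for full effect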
Target sequence (O75884 whole entry, looked up): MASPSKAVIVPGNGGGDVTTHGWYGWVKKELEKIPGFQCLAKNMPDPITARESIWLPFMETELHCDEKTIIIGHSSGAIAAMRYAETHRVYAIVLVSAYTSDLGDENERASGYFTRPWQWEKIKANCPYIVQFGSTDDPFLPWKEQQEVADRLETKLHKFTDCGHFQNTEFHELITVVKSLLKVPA
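System: RBBP9 protein / Buffer or medium: Tris/NaCl buffer pH 8.0 with 0.1% Pluronic / Probe or stimulus: Serine-hydrolase probe FP-Rh, 375 nM pre-mixing / Dosing: 7.94 µM single dose, 0.794% DMSO / Times: enzyme-compound preincubation 30 min, then probe labeling 45 min, 25 °C / Technique: fluorescence polarization (mP), excitation 525 nm, emission 598 nm / Replication: singlicate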
BaF3 parental: reduces parental Ba/F3 cell viability, JAK2V617F counter-screen; hit rate 1.1% among 220,000; CellTiter-Glo ATP luminescence; AID 1486; inhibition, % at 5.6 µM;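 active means inhibition above a per-campaign cutoff, the mean inhibition of all tested compounds plus 3 SD, cut at about 27% in these data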;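 further: 0% = DMSO wells and 100% = JAK Inhibitor I control wells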
TRPN1 ag: activates the zebrafish TRPN1 channel. hit rate 0.18% among 220,000. AID 1424. activation, % at 3 µM. HEK293 zebrafish TRPN1-YFP, Fluo-8 calcium fluorescence; 100% = response to 87 µM carbachol;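 active means activation above its plate's cutoff, the mean activation of test wells on that plate plus 3 SD, cut at about 19% in these data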;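 further: 0% = DMSO alone and 100% = 87 µM carbachol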
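System: zebrafish TRPN1-YFP in HEK293 cells / Dosing: 3 µM single point / Timing: dye loading 1 h at 37 °C, then 30 min room temperature / Signal: Fluo-8 calcium fluorescence, excitation 470-495 nm, emission 515-575 nm / Read-out basis: percent activation from peak over basal fluorescence ratio, control-normalized / Control set: high carbachol 87 µM, low DMSO alone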
TRPML3 ag: activates the human TRPML3 channel; Q8TDD5; HEK293 TRPML3-YFP, Fluo-8 calcium fluorescence; 100% = the carbachol control signal; activation, % at 3 µM; hit rate 0.29% among 220,000;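 active means activation above its plate's cutoff, the mean activation of the plate's test wells plus 3 SD, cut at about 12% in these data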;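 further: 0% = DMSO only wells and 100% = carbachol wells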
Target sequence (Q8TDD5 whole entry, looked up): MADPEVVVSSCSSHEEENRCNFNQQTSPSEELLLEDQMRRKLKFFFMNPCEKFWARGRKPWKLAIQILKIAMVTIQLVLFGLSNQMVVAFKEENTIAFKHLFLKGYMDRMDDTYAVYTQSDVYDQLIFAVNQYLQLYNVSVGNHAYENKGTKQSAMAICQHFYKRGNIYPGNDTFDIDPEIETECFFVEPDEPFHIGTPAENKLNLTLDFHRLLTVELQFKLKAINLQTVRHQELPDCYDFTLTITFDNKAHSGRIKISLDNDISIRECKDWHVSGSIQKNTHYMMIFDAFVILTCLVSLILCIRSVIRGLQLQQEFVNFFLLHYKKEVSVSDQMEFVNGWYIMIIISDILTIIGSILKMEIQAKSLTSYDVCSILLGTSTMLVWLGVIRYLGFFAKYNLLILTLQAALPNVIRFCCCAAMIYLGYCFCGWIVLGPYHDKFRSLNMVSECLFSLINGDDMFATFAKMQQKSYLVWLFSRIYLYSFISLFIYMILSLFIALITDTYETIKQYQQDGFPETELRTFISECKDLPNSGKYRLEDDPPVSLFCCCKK
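system = HEK293 cells stably carrying human TRPML3-YFP | doses = one concentration, 3 µM nominal, 0.3% DMSO | timing = dye loading 1 h 37 °C then 30 min ambient, 125 s read | detection = Fluo-8 calcium dye fluorescence, ex 470-495, em 515-575 nm | benchmarks = high control carbachol 87 µM, low control DMSO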
PPC-1+TRAIL kill: kills PPC-1 cancer cells in the presence of TRAIL. PPC-1 cells + TRAIL, ATPLite viability luminescence. cell killing (% activity), % at 4 µM. hit rate 0.41% among 220,000. AID 1443;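 active means cell killing above 50% in the first pass at 4 µM, then a duplicate retest at 5 µM averaging 50% or more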;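 further: plate controls were cells with TRAIL plus DMSO for no effect and medium-only wells lacking cells for full effect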
TNF death inh: inhibitors of TNF-alpha induced necroptosis in Jurkat FADD-/- cells; Jurkat FADD-/- TNF necroptosis rescue, ATP luminescence, 24 h; 0 = TNF only, 100 = no-TNF cells; activation (protection from cell death), % at 10 µM; hit rate 0.068% among 220,000;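 active means activation, meaning protection from cell death, of at least 50% relative to plate controls; inactive means activation below 50%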;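 further: necroptosis triggered by 40 ng/mL TNF-alpha added together with compound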
* hit, by the source's call; . = no result given. Rows were taken by chance, and some 6.8% of all compounds hit somewhere here.

Preview (4 entries):
SMILES	Ba/F3 V617F tox	Wee1 degr inh	CHOP inhibitor	RBBP9 inh	BaF3 parental	TRPN1 ag	TRPML3 ag	PPC-1+TRAIL kill	TNF death inh
O=C(c1cccnc1)N1CCN(c2ccc(Cl)cc2)CC1	-7	5	-7	-8	2	-0.1	-0.2	16	0.4
C/C(=N\Nc1nc(N2CCOCC2)nc(N2CCOCC2)n1)c1cccc([N+](=O)[O-])c1	2	0	12	-2	8	0.1	0.9	2	3.6
COc1ccnc(N=CNOCc2ccc(F)cc2Cl)c1C#N	-4	2	28	-4	1	0.5	1.2	5	-0.5
CC(=O)Nc1ccc(NC(=O)c2c(C)nc3ccccn23)cc1	1	1	-21	-4	2	1.9	0.1	4	-0.7

All compounds of this part, from the first entry:
SMILES	Ba/F3 V617F tox	Wee1 degr inh	CHOP inhibitor	RBBP9 inh	BaF3 parental	TRPN1 ag	TRPML3 ag	PPC-1+TRAIL kill	TNF death inh
O=C(c1cccnc1)N1CCN(c2ccc(Cl)cc2)CC1	-7	5	-7	-8	2	-0.1	-0.2	16	0.4
C/C(=N\Nc1nc(N2CCOCC2)nc(N2CCOCC2)n1)c1cccc([N+](=O)[O-])c1	2	0	12	-2	8	0.1	0.9	2	3.6
COc1ccnc(N=CNOCc2ccc(F)cc2Cl)c1C#N	-4	2	28	-4	1	0.5	1.2	5	-0.5
CC(=O)Nc1ccc(NC(=O)c2c(C)nc3ccccn23)cc1	1	1	-21	-4	2	1.9	0.1	4	-0.7
O=C(NC(Cc1c[nH]c2ccccc12)C(=O)N/N=C/c1ccc(Cl)cc1)c1cccs1 (centres undefined)	1	-1	16	-20	8	0.8	0.6	30	-3.2
CCOC(=O)C(NC(C)=O)(OCc1ccc(F)cc1)C(F)(F)F (centres undefined)	-3	-3	-3	2	2	1.5	0.8	-7	-3.3
C=CCn1c(=O)c2c3c(sc2n2c(Nc4ccccc4)nnc12)CCCC3	0	7	66	-7	4	-1.2	1.8	17	-0.7
CC(=O)Nc1ccc(NC(=O)/C=C/c2cccc(C(F)(F)F)c2)cc1	-2	1	13	-7	5	1.4	0.3	3	-0.2
CC1(C)CC(=O)C2=C(C1)N(CC1CCCO1)C(=O)C2(NC(=O)c1cccnc1)C(F)(F)F (centres undefined)	-4	0	21	-7	1	0.5	-0.1	2	-4.6
CCc1c(C)nc2ncnn2c1N1CCC(C(=O)NCc2cccc(OC)c2)CC1	-3	-1	27	-3	3	-1.0	0.3	-7	-1.5

4 consecutive entries from above, for reference:
SMILES	Ba/F3 V617F tox	Wee1 degr inh	CHOP inhibitor	RBBP9 inh	BaF3 parental	TRPN1 ag	TRPML3 ag	PPC-1+TRAIL kill	TNF death inh
CC(=O)Nc1ccc(NC(=O)c2c(C)nc3ccccn23)cc1	1	1	-21	-4	2	1.9	0.1	4	-0.7
O=C(NC(Cc1c[nH]c2ccccc12)C(=O)N/N=C/c1ccc(Cl)cc1)c1cccs1 (centres undefined)	1	-1	16	-20	8	0.8	0.6	30	-3.2
CCOC(=O)C(NC(C)=O)(OCc1ccc(F)cc1)C(F)(F)F (centres undefined)	-3	-3	-3	2	2	1.5	0.8	-7	-3.3
C=CCn1c(=O)c2c3c(sc2n2c(Nc4ccccc4)nnc12)CCCC3	0	7	66	-7	4	-1.2	1.8	17	-0.7

Following part.
SMILES	Ba/F3 V617F tox	Wee1 degr inh	CHOP inhibitor	RBBP9 inh	BaF3 parental	TRPN1 ag	TRPML3 ag	PPC-1+TRAIL kill	TNF death inh
CCc1nc2oc3cc(OC)ccc3c(=O)c2c(=O)n1Cc1ccccc1	1	-2	-4	8	5	-0.3	-0.3	13	-0.6
CC1=CC(=O)c2ccccc2C1=O	4	-2	33	-5	5	1.5	1.1	35	-3.1
O=C(c1ccc(S(=O)(=O)N2CCOCC2)cc1)N1CCN=C1SCc1cccnc1	4	1	-24	-6	3	0.0	0.6	14	-1.2
O=C(COC(=O)CCc1c[nH]c2ccccc12)NCc1ccc(Cl)cc1	-3	0	27	5	3	0.7	1.0	16	1.7
COc1ccc(C(=O)Nc2ccc(N3CCCC3)cc2)cc1	-2	1	-1	6	4	0.0	-0.1	15	-1.3
CCCCc1n[nH]c(=S)n1Cc1ccc(Cl)cc1	-3	3	13	-11	0	-1.6	-0.7	13	-0.1
C=CCn1c(N)c(C(=O)N2CCN(C)CC2)sc1=S	2	1	5	-13	2	-0.2	-0.4	3	-0.6
CC(=O)OC(C(=O)NC1CCCCC1)c1ccccc1Cl (centres undefined)	-1	-3	0	-11	8	0.9	-0.6	5	8.9
CCN(CC)C(=O)Oc1nnc(SC(C)C)n1-c1ccc(Cl)c(Cl)c1	3	-1	6	-4	0	-3.0	-1.4	2	2.1
COc1cc(C(=O)O)cc(Br)c1OC1CCCC1	2	-1	-9	5	4	0.7	-0.3	-6	-1.7
Cc1ccc(S(=O)(=O)CC(=O)c2ccc(C)c([N+](=O)[O-])c2)cc1	2	0	-6	0	4	-0.2	0.2	4	-1.3
CCOC(=O)C1[C@H]2C(=O)N(CCCOC)C[C@]23C=C[C@H]1O3 (some centres undefined)	3	1	17	-8	1	0.9	1.1	3	-0.5
NC(=O)CCC(NS(=O)(=O)c1ccc(Cl)cc1)C(=O)NCc1ccccc1 (centres undefined)	-1	-2	-12	-2	3	0.1	-0.1	17	0.2
O=C(CN1C2CCC1CC(NC(=O)C1CC1)C2)NCc1ccccc1 (centres undefined)	-6	1	12	-4	0	1.7	0.9	-19	1.3
Cc1ccc(NC(=O)Cn2ccsc2=N)cc1S(=O)(=O)N(C)C	2	6	8	-6	3	0.3	1.1	26	1.1
CCOc1ccc(N2C(=O)C(CC(=O)Nc3ccc(F)cc3)N(Cc3ccccn3)C2=S)cc1 (centres undefined)	-1	1	9	-1	7	3.2	1.1	12	0.8
CCn1cc(C(=O)NCc2ccco2)c(=O)c2cc(S(=O)(=O)N3CCC(C)CC3)ccc21	8	-3	40	-8	11	-3.8	5.4	32	-13
COc1ccc(/C=N/NC(=O)c2cccnc2)cc1CN1CCc2cc(OC)c(OC)cc2C1C (centres undefined)	-2	-1	26	0	4	1.1	0.9	3	1.4
CCOC(=O)C1CCN(C(=O)Cc2ccc(C)cc2)CC1	2	-2	-11	-2	6	0.4	0.4	-14	0.0
COC(=O)c1c(CSc2ccc(C)c(C)c2)noc1C(=O)NCc1ccc(OC)cc1	-1	-4	45	-10	-1	0.2	1.4	-4	-1.9
CC(C)OC(=O)c1cc2c(=O)[nH]c(C(Cl)(Cl)Cl)nc2o1	-1	2	-2	-5	2	0.7	0.8	8	-0.9
Cc1cccc(NC(=O)c2cc(Cl)nc3ccccc23)n1	-1	0	4	-4	1	-1.4	0.1	-3	0.9
NC(=O)C1CCN(c2nnnn2-c2ccccc2)CC1	0	2	-26	-6	2	1.2	0.5	20	0.4
O=C1N=C(N2CCOCC2)S/C1=C\c1ccccc1OS(=O)(=O)c1ccccc1	0	-3	15	0	2	1.4	0.9	1	0.5
O=C(Nc1c2c(nn1-c1ccc(Cl)cc1)CS(=O)(=O)C2)c1ccc2c(c1)OCO2	3	-2	6	-8	4	-0.3	0.2	2	0.0
O=C(NCCCN1CCOCC1)c1ccccc1NS(=O)(=O)c1cc([N+](=O)[O-])ccc1Cl	6	-1	8	-5	13	-0.2	1.0	10	-2.0
COc1ccccc1Nc1cc(C(=O)NCc2cccnc2)c2ccccc2n1	2	8	-1	-3	-4	2.7	0.6	26	0.0
COc1ccc(/C=N/NC(=O)c2ccc(Br)cc2)cc1Cn1cc(Cl)cn1	2	1	62	-10	5	0.7	0.6	-3	1.8
CCN(C(=O)CSc1nc2nc(C)cc(C)n2n1)C1CCS(=O)(=O)C1 (centres undefined)	-3	-1	11	-11	9	0.4	0.4	21	1.0
Cc1cc(C)c2nc(NC(=O)[C@@H](NC(=O)c3cccc(S(=O)(=O)N4CCOCC4)c3)C(C)C)sc2c1	3	-2	93*	-18	10	0.3	-0.5	20	2.8
COc1ccc(C2=NOC(C(=O)Nc3cc(Br)ccc3O)C2)cc1OC (centres undefined)	7	1	-14	-20	8	3.1	-1.1	5	-1.0
Fc1ccc(-c2nc3c(-c4ccccc4)cnn3cc2CCN2CCOCC2)cc1	1	1	30	-5	6	1.5	1.4	5	2.3
CCCOC(=O)Nc1cc(OC)c(Cl)cc1OC	-1	0	11	-5	5	-1.8	-0.4	31	-0.5
COc1ccc(N2CCN(C(=O)CSc3nnc(NC(=O)C4CCC4)s3)CC2)cc1	-2	1	8	-3	2	1.2	-0.2	3	-0.5
C[n+]1ccc(/C=C/c2ccccc2O)c2ccccc21	58*	0	-2	0	71*	1.8	0.9	19	2.1
Cc1ccc2c(C)c(C(=O)NCc3ccc(S(N)(=O)=O)cc3)oc2c1C	-5	0	8	-7	6	2.1	1.1	10	-0.6
Cn1c(SCC(=O)NCCc2ccccc2)nc2c([nH]c3ccccc32)c1=O	-1	0	-7	-6	-1	-1.1	-0.1	-4	1.2
COCCn1c(NC(=S)NC(=O)C23CC4CC(CC(C4)C2)C3)cc(=O)[nH]c1=O	0	2	6	2	-5	1.1	0.5	22	0.6
CC(C)Cc1ccc(S(=O)(=O)N2CCN(C(=O)c3ccco3)CC2)cc1	2	1	33	-5	7	-0.7	-0.2	-3	0.7
COc1ccc(N(CN2C(=O)C3C4C=CC(C4)C3C2=O)C(=O)c2ccco2)cc1 (centres undefined)	0	6	-20	2	2	1.1	0.4	.	-0.2
Cc1ccc(S(=O)(=O)Nn2c(C)nnc2-n2nc(C)cc2C)cc1	-2	-3	10	-4	1	0.9	0.8	25	-0.1
Oc1ccc(C=NC2CCCCC2)c(O)c1	0	-3	18	-4	6	2.1	0.3	12	-0.8
CC(C)(C)C1CCC(=NNC(=O)CN(c2ccccc2)S(=O)(=O)c2ccccc2[N+](=O)[O-])CC1 (centres undefined)	-4	0	-27	-1	0	0.4	0.4	9	0.2
O=C(COC(=O)c1cccc(S(=O)(=O)N2CCc3ccccc3C2)c1)NCc1ccco1	3	5	-23	-8	5	0.5	0.3	-5	-0.8
C=CCNC(=S)Nc1ccc(OC)c(S(=O)(=O)N2CCOCC2)c1	-2	0	-8	-5	-1	1.0	0.5	-12	0.3
Cc1nc(C)c(C(=O)Nc2ccc(C)c(F)c2)o1	1	0	-3	-5	6	1.4	-0.2	6	-2.3
CC(=O)Nc1ccc(S(=O)(=O)N2CCC(NC(C)=O)(c3cccc(F)c3)CC2)cc1	-1	0	25	3	4	1.3	0.5	7	0.5
